Compound activity deposited in PubChem BioAssay by National Center for Advancing Translational Sciences (NCATS).
ATXN2 expr inh – ATXN2 expression inhibition | actives 0.72% (n = 360,000) | HEK-293 ATXN2-luciferase reporter, luminescence, 24 h | Potency, µM (titrated, usually from 57 µM), without a hit: top-dose activity change, negative = inhibition, actives largely listed as inhibitors | AID 1745845; further: potency means the concentration at half of the fitted maximal effect; on the % scale 0 is the no-effect control and ±100 the full control effect; nearly all actives have a fitted effect of over 55% in size
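ATXN2-luciferase reporter cells (luciferase flanked by upstream and downstream ATXN2 gene portions) were treated 24 h at 37 °C with compounds at up to 57 uM. SteadyGlo luminescence gave expression; GF-AFC fluorescence gave viability.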
SW480 rereplic – inducers of DNA re-replication in SW480 colon cancer cells | AID 624297 | Potency, µM (titrated, usually from 46.1 µM), without a hit: at the top dose re-replication activation, most hits filed as activators | SW480 DNA re-replication, Hoechst DNA content imaging, 48 h | actives 1.8% (n = 340,000); further: potency means the concentration at half of the fitted maximal effect; % of control where 0% means no effect; nearly all actives have a fitted effect of over 55% in size
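Per well, 250 cells were exposed to pinned compound for 48 hr. Nuclear DNA was visualised with Hoechst (40 min, 37 C) and total object intensity recorded by fluorescence scanning.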
MCF10A rereplic – induces DNA re-replication in MCF 10a normal breast cells | MCF 10A DNA re-replication, Hoechst nuclear intensity, 48 h | Potency, µM (doses to about 46.1 µM), without a hit: top-dose activity, positive = re-replication, usual class: activators | actives 2.9% (n = 350,000) | AID 624296; further: potency means the concentration at half of the fitted maximal effect; % of control where 0% means no effect; nearly all actives have a fitted effect of over 50% in size
KB-3-1 cytotox – KB-3-1 parental cell cytotoxicity. KB-3-1 viability, CellTiter-Glo ATP luminescence, 72 h. Potency, µM (doses to about 46.1 µM), inactives show top-dose activity change, negative = cytotoxic, most hits filed as cytotoxic. actives 1.4% (n = 400,000). AID 1347075; further: potency means the concentration at half of the fitted maximal effect; on the % scale 0 is the no-effect control and ±100 the full control effect; nearly all actives have a fitted effect of over 60% in size
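Parental KB-3-1 viability, qHTS format: 72 h compound exposure, 37 °C; CellTiter-Glo; media-only wells and DMSO plates as controls; concentration-effect fits on corrected data.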
HT1080 IDH1KD tx – toxicity to HT-1080 IDH1 knockdown cells (counter line); Potency, µM (highest dose often 46.1 µM), for the others: at the highest dose activity, negative = toxicity, usual class: cytotoxic; HT-1080 IDH1 knockdown viability, ATP luminescence, 48 h; actives 2% (n = 360,000);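 further: potency means the concentration at half of the fitted maximal effect; 0% = DMSO wells and -100% = cell-free medium wells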
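IDH1KD HT-1080 cells, 750/well, RPMI + 5% FBS; compound pinned after 2 h settling; 48 h, 37 °C; CellTiter-Glo luminescence; % activity normalised to DMSO and no-cell wells; curves fitted, classed by r2 and efficacy.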
KB-V1 cytotox – KB-V1 MDR subline cytotoxicity. KB-V1 MDR cells viability, CellTiter-Glo, 72 h. Potency, µM (doses to about 46.1 µM), without a hit: at the top dose activity change, negative = cytotoxicity, usual class: cytotoxic. AID 1347076. actives 3.4% (n = 400,000); further: potency means the concentration at half of the fitted maximal effect; on the % scale 0 is the no-effect control and ±100 the full control effect; nearly all actives have a fitted effect of over 60% in size
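Potencies derive from concentration-effect curves fitted to normalized luminescence (CellTiter-Glo) of KB-V1 cells treated for 72 h at 37 degrees C in phenol-red-free DMEM containing 10% FBS.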
IL1B secr inh – inflammasome signaling inhibition, IL-1 beta readout. actives 4.7% (n = 360,000). THP-1 LPS/ATP IL-1B secretion, AlphaLISA, 16 h; hits give low values. activity change, % at 57.5 µM; in the data active means activity change below about -50%; inconclusive means mostly about -30% to -49%; further: on the % scale 0 is the no-effect control and ±100 the full control effect
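THP-1 cells pretreated 1 hr with compounds (up to 57.5 uM final), then stimulated with LPS (250 ng/mL final) plus ATP (1.25 mM final); secreted IL-1B measured by AlphaLISA after 16 hr, decreased signal indicating inhibition.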
ATXN viability – viability counter-screen for ATXN expression inhibitors; S2 cells (HEK-293 line with an ATXN2-luciferase reporter) viability, CellTiter-Fluor protease fluorescence, 24 h; Potency, µM (top dose mostly 56.7 µM), hits mostly cytotoxic; actives 0.49% (n = 400,000); AID 651635; further: potency means the concentration at half of the fitted maximal effect; nearly all actives have a fitted effect of over 40% in size
HT1080-NT tox – kills 2HG-producing HT-1080-NT fibrosarcoma cells. actives 1.6% (n = 360,000). HT-1080-NT fibrosarcoma viability, CellTiter-Glo ATP luminescence, 48 h. Potency, µM (series often up to 46.1 µM), for inactives: at the top dose activity, negative = less viability, actives largely listed as cytotoxic. AID 686970;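 further: NT is the 2HG producing partner of a matched IDH1 knockdown line; potency means the concentration at half of the fitted maximal effect; 0% = DMSO-treated cells and -100% = media-only wells without cells; nearly all actives have a fitted effect of over 55% in size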
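HT-1080-NT fibrosarcoma cells (2HG-overproducing), 750 cells/well in RPMI with 5% FBS, dosed after 2 h and incubated 48 h at 37C. CellTiter-Glo luminescence normalized to DMSO and no-cell wells; concentration-response curves fitted and classed.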
Numbers without * were called inactive; i = inactive; ? = inconclusive; / = not tested or not shown; [ ] = dose if it differs, or a comment. Unless noted, the call rests on the fitted dose curve; in most records, active means well fitted curve in the direction sought with a large enough effect; inconclusive means small, poorly fitted or top-dose-only effect, or another doubt; inactive means no such curve, though single readings can be large; an effect the other way counts as inactive or inconclusive.

SMILES | ATXN2 expr inh | SW480 rereplic | MCF10A rereplic | KB-3-1 cytotox | HT1080 IDH1KD tx | KB-V1 cytotox | IL1B secr inh | ATXN viability | HT1080-NT tox
Cn1cc(Cl)c(/C=C(\C#N)S(=O)(=O)c2ccccc2)n1 | / | -32%[inhibitor] | 6% | 6% | 11% | 18% | 11 | i | 1%
CCOC(=O)c1ccccc1NC1CC(=O)N(c2ccccc2C)C1=O (stereo not given) | -1% | -2% | -3% | 6% | 5% | 10% | 0 | i | 18%
Cc1cc(C(=O)N2CCN(c3ccccc3F)CC2)c2c(C)nn(-c3ccccc3)c2n1 | -21% | / | / | -6% | / | -13% | / | i | /
CCN(Cc1ccccc1)C(=O)c1ccc(CS(=O)c2ccccc2C)o1 (stereo not given) | 8% | -25% | 8% | 5% | 5% | ? | 1 | i | 9%
CCCNC(=O)C1(C)CCN(C(=O)c2c(Cl)cccc2Cl)C1 (stereo not given) | 3% | / | / | 0% | 6% | 5% | -10 | i | 7%
COc1cc(C#N)ccc1OCC(=O)NCCC1=CCCCC1 | -7% | -15% | 1% | 13% | 11% | -7% | 10 | i | 7%
NNc1nc(N)c2c(n1)-c1ccccc1CC21CCCC1 | ? | ? | ? | -1% | -21% | 0% | -9 | i | -15%
O=C(NCCO)c1cc2c(s1)CCC2 | -25% | ? | 0.25µM* | -37% | -2% | 2% | -13 | i | -21%
Cc1cccc(-c2nsc(SCC(=O)NCc3ccco3)n2)c1 | 20% | -1% | 12% | -5% | -1% | 21µM* | -9 | i | 1%
O=C(NCc1cccc(Cl)c1)C1CCN(c2nnc(N3CCCC3=O)s2)CC1 | -23% | -6% | 2% | 2% | -16% | 0% | -17 | i | -1%
COC(=O)c1ccccc1CC1Cc2cc3c(cc2C1=O)CCC3 (stereo not given) | 48%[activator] | ? | ? | ? | -24% | -22% | 0 | i | -11%
C=CC(=O)Nc1ccc(Nc2ccnc(Nc3ccc(N4CCN(C)CC4)cc3)n2)cc1 | -13% | 6% | 21µM* | ? | -15% | -5% | -83* | 14µM* | -23%
CC1CCCCN1CCCNC(=O)Cn1c(=O)c2cccn2c2ccccc21 (stereo not given) | 0% | -20% | -3% | 3% | 4% | ? | -21 | i | 0%
CC(C)CNC(=O)CN(C1CCCCC1)S(C)(=O)=O | 7% | 6.5µM* | ? | -3% | 11% | 1% | 15 | i | 5%
CC1(C(=O)Nc2cccc(OC(F)(F)F)c2)Cc2c(-c3cccc(C(F)(F)F)c3)ccnc2O1 (stereo not given) | -9% | / | / | ? | ? | -11% | 14 | i | ?
C#CCOCCOCCOCCNc1nc(N2CCN(C(=O)CCCCCCCCCCNC(=O)[C@H](CCCCN)n3cc(C)nn3)CC2)nc(N2CCN(C(=O)CCCCCCCCCCNC(=O)[C@H](CCCN=C(N)N)n3cc(C[C@@H](C)CC)nn3)CC2)n1 | ? | -13%[9.22 µM] | ? | ? | ? | ? | -102* | ? | ?
COc1cc(NC(=O)COc2ccc(-n3cnnn3)cc2)c(OC)cc1Cl | -2% | -2% | 0% | -27% | 6% | -14% | -7 | i | 6%
Cc1ccc(NC2c3ncccc3C(=O)N2c2ccccc2C)cc1C (stereo not given) | 46%[activator] | 6% | 26% | 7% | -2% | -27% | 27 | i | -2%
Cc1ccc(C)c(OCc2nc3ccccc3[nH]2)c1 | 4% | -4% | -3% | ? | -3% | ? | 9 | i | -16%
Cc1cccc(C(=O)Nc2ccccc2C(=O)OCC(=O)Nc2ccc(C#N)cc2)c1 | 14% | 0% | -4% | -3% | 6% | ? | 16 | i | 4%
COc1cc(C(=O)NCCc2ccc(F)cc2)c([N+](=O)[O-])cc1OC | -4% | 1% | 1% | 6% | 11% | -9% | -2 | i | 9%
Cc1ccc(C2/C(=C(/O)c3cnn(-c4ccccc4)c3C)C(=O)C(=O)N2CCN2CCOCC2)o1 (stereo not given) | 42%[activator] | -4% | 8% | 4% | 13%[9.24 µM] | -3% | -12 | i | 25%
CCc1nnc(NC(=O)CSc2nc3c([nH]c4ccccc43)c(=O)n2CCOC)s1 | -10% | 2% | -2% | 0% | 18% | -1% | i | ? | 1%
COc1ccc(CNC(=O)CSc2nnc(Cn3nnc4ccccc43)n2C)cc1 | -2% | 11% | ? | -4% | 0% | -4% | ? | i | -2%
CCOc1ccc2[nH]c(C)c(CN(C)C)c(=O)c2c1 | 1% | -2% | ? | 0% | 8% | 4% | 28 | i | -4%

Continued.
SMILES | ATXN2 expr inh | SW480 rereplic | MCF10A rereplic | KB-3-1 cytotox | HT1080 IDH1KD tx | KB-V1 cytotox | IL1B secr inh | ATXN viability | HT1080-NT tox
C[N+](C)(C)CCCN(Cc1ccc2c(c1)OCO2)C(=O)NC1CCCCC1 | / | 2% | 2% | 8% | 12% | 16% | 39 | i | -8%
C=CCSC1=C(C#N)C(c2ccccc2OCC)C(C#N)C(=O)N1 (stereo not given) | 0% | -5% | -4% | 1% | 0% | 21% | 23 | i | 0%
Cc1ccc(NC(=O)C(=O)NCc2ccc(/C=C(/C#N)C(=O)NCc3cccnc3)o2)cc1 | -7% | -2% | -7% | 1% | -27% | ? | 0 | i | 0%
CCOc1ccc(NC(=O)CN(C)C(=O)c2cccc(S(=O)(=O)N3CCCC3)c2)cc1OCC | 3% | 6.5µM* | -1% | -2% | 8% | 6% | -16 | i | 4%
COc1cccc(C(=O)N/N=C(\C)CC(=O)Nc2ccc(N(C)C)cc2)c1 | 9% | ? | -5% | 1% | -23% | -9% | -89* | i | ?
COc1ccc(CC(=O)N2CCc3cc(OC)c(OC)cc3C2COc2ccc(F)cc2)cc1OC (stereo not given) | 1% | / | / | 1% | / | -21% | / | i | /
O=C(O)CC/C(=C\c1ccc(N2CCOCC2)c([N+](=O)[O-])c1)c1nc2ccccc2s1 | / | -6% | -2% | -25% | -10% | 15% | 21 | i | -1%
CCOC(=O)Cc1csc(NC(=O)C(C)(C)CC)n1 | 14% | -1% | -2% | 1% | 7% | 1% | 15 | i | 7%
COc1ccc(C(=O)Nc2ccc(Cl)cc2C(=O)N2CCCC(C)C2)cc1OC (stereo not given) | -23% | 0% | 10% | -3% | 3% | ? | -7 | i | -2%
COc1ccc2nc(NC(=O)C3CSC4(C)CCC(=O)N34)sc2c1 (stereo not given) | 21% | 11% | 9% | 18% | 8% | -28% | ? | i | 8%
O=C(Nc1ccccc1O)c1csc2c1CCCC2 | 38%[activator] | 1% | 13% | 0% | -20% | ? | -12 | i | -22%
CCOc1ccc(-c2cn3c(n2)sc2cc(C(=O)NCCC4=CCCCC4)ccc23)cc1 | 8% | / | / | 1% | / | 14% | / | i | /
O=C(OCc1ccc(F)cc1)c1ccc2c(c1)-c1ccccc1C2=O | 57%[activator] | -1% | ? | 18% | 20% | -11% | 0 | i | 16%
OC[C@@H]1CN(Cc2ccc(Cl)cc2)C[C@H](n2cnc3c(NCc4ccc(F)cc4)ncnc32)O1 | ? | / | / | -2% | ? | ? | -5 | ? | ?
CC(C)N1CC(C(=O)Nc2nc3ccccc3s2)CC1=O (stereo not given) | 6% | -5% | 0% | 17% | 3% | 1% | 2 | i | -2%
COC(=O)c1ccccc1S(=O)(=O)NNC(=O)C1COc2ccccc2O1 (stereo not given) | -1% | ? | -2% | 18% | -1% | -1% | 9 | i | 15%
Cc1cc(C)cc(Nc2nc3ccccc3n3cnnc23)c1 | 9% | / | / | 1% | / | -11% | / | i | /
CCOC(=O)c1c(-c2cccc([N+](=O)[O-])c2)cn2ccccc12 | -23% | -5% | 6% | 6% | -21% | 0% | -10 | i | -5%
O=C(c1cccs1)c1no[n+]([O-])c1C(=O)c1cccs1 | ? | 13µM* | 12µM* | ? | ? | ? | -97* | 28µM* | 18µM*
Cc1ccc2c(c1)[C@H]1[C@H](CO2)[C@H](c2ccccc2)[C@]2(C)C(=O)N(Cc3ccc(Cl)cc3)CC(=O)N12 | -10% | 0% | 12% | ? | 4% | ? | -18 | i | -16%
CCOC(=O)C1C(=O)OC(C)(C)C1C(CC)C(=O)c1c(C)cc(C)cc1C (stereo not given) | -28% | -11% | -6% | -11% | 4% | -17% | 59 | i | 6%
COc1cccc(-n2ccnc2SCC(=O)Nc2ccccc2F)c1 | -4% | 9% | 27% | -7% | 13% | ? | -70* | i | 18%
O=C(NNC(=O)c1ccc(F)cc1F)c1ccc2c(c1)OCO2 | 21% | -15% | 5% | 14% | 18% | -7% | -9 | i | 19%
CC(C)N(Cc1ccccc1)C(=S)Nc1ccc(F)cc1 | -11% | 0% | 12% | -7% | 7% | -19% | 9 | i | 0%
Cc1nn(-c2ccccc2)c(Cl)c1/C=N/NC(=O)c1ccn[nH]1 | / | -3% | -6% | 4% | -14% | -5% | 6 | i | 1%

New compounds follow:
SMILES | ATXN2 expr inh | SW480 rereplic | MCF10A rereplic | KB-3-1 cytotox | HT1080 IDH1KD tx | KB-V1 cytotox | IL1B secr inh | ATXN viability | HT1080-NT tox
CCCCOC(=O)c1ccc(NC(=O)c2cc(Cl)ccc2OC)cc1 | -16% | 13% | -2% | -9% | ? | -6% | -10 | i | -25%
CCOC(=O)c1cccc(NC(c2nnc(-c3ccccc3)o2)c2ccccc2F)c1 (stereo not given) | -15% | / | / | -2% | / | 2% | / | ? | /
CCOC(=O)c1[nH]c(C)c(C(=O)NCc2ccccc2Cl)c1C | 7% | / | / | 4% | / | 0% | / | i | /
CCOC(=O)CSC1=N/C(=C\c2ccc(OC)c(OC)c2)C(=O)N1C | 10% | -139%[inhibitor] | 3% | 4% | -2% | -1% | -19 | i | 1%
COc1cc(Cl)c(C)cc1NC(=O)CCCn1c(=O)oc2ccccc21 | -6% | 2% | 9% | 6% | -2% | 0% | 0 | i | 1%
